H1N1 NS1A inhibition: H1N1 influenza NS1A inhibitors, functional cell based assay (AID 504329); NS1A functional cell-based assay, percent inhibition; higher % means a stronger effect; inhibition, % at 12.5 µM, or IC50 in µM where a hit was titrated; 340,000 compounds, 0.3% hits; in the data active means a potency from the dose series; inconclusive means inhibition above about 27% without an active follow-up result; further: strong numbers were not always called active
PhoP GFP inhibition: Inhibition of PhoP regulon, Salmonella typhi GFP reporter cells, confirmation, 4 h (AID 1850). Salmonella Typhi PhoP-promoter GFP reporter, fluorescence, 4 h; higher % means a stronger effect. inhibition, % at 50 µM, or IC50 in µM where a hit was titrated. 310,000 compounds, 0.33% hits; in the data active means a potency from the dose series; inconclusive means inhibition mostly from about 25% at the one dose, without a potency; inactive means the rest, 99 in 100 with inhibition below about 19%;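 further: 0% = induced wells with vehicle and 100% = uninduced wells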
VEEV TC-83 Vero: inhibitors of VEEV TC-83 cytopathic effect, confirmation, Vero cells (AID 588727). inhibition, % at 20 µM; hits with a dose series show IC50 in µM. Vero cells, VEEV TC-83 cytopathic effect inhibition; higher % means a stronger effect. 350,000 compounds, 0.13% hits; in the data active means a potency from the dose series; inconclusive means inhibition mostly from about 14% at the one dose, without a potency; inactive means the rest, 99 in 100 with inhibition below about 12%; further: strong numbers were not always called active
M. tuberculosis HTS: M. tuberculosis growth inhibition, HTS (AID 449762). 330,000 compounds, 0.59% hits. M. tuberculosis H37Rv growth inhibition, 7H9 media; higher % means a stronger effect. one-dose inhibition, % at 25 µM; IC50 in µM for titrated hits; in the data active means a potency from the dose series; inconclusive means inhibition above about 70% without an active follow-up result;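 further: bacterial growth assessed after seven days of incubation; strong numbers were not always called active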
M. tuberculosis: growth inhibition of non-replicating M. tuberculosis (AID 488890); Mycobacterium tuberculosis non-replicating, growth inhibition; higher % means a stronger effect; one-dose inhibition, % at 25 µM; IC50 in µM for titrated hits; 320,000 compounds, 0.39% hits; in the data active means a potency from the dose series; inconclusive means inhibition mostly from about 82% at the one dose, without a potency; inactive means the rest, 99 in 100 with inhibition below about 76%;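 further: plate controls were DMSO cells for no effect and high antibiotic wells for full effect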
VEEV TC-83 Vero 10K pilot screen: recorded beside VEEV TC-83 Vero, whose call it bears; inhibition, %; measured here: 10K pilot screen inhibition
The depositor's hits bear a star; i = inactive; ? = inconclusive; · = no result given; & = joins results of further samples.

SMILES	H1N1 NS1A inhibition	PhoP GFP inhibition	VEEV TC-83 Vero	M. tuberculosis HTS	M. tuberculosis	others
Cc1cc(OCC(=O)N[C@H](C(=O)O)c2ccccc2)c2c3c(c(=O)oc2c1)CCC3	2%	-2%	0.8%	-7%	-21%
C#CCNc1ccncc1S(=O)(=O)NC(=O)NC(C)C	-1%	-7%	1.5%	-1%	-12%
CCSc1nc(-c2ccccc2)cc(=O)[nH]1	-1%	·	1.1%	-18%	-8%
Cc1cc(NC(=O)CSc2nc(=O)n(CCCN(C)C)c3c2CCCC3)no1	-3%	7%	1.2%	-7%	-18%
O=C(Cn1cc(COc2c(F)c(F)c(Br)c(F)c2F)nn1)c1ccc(O)cc1	-3%	·	0.7%	·	·
O=C(N/N=C/c1ccc(Br)s1)c1ccco1	-6%	6%	1.4%	12%	?
COc1ccc(C2CC(c3ccccc3)=NN2C(=O)COC(=O)c2cnc(Cl)c(Cl)c2)cc1 (stereo not given)	-3%	-6%	1.7%	-1%	-3%
Cc1ccc(NS(=O)(=O)c2cccc(C(=O)n3ncc(C#N)c3N)c2)c(C)c1	-12%	-2%	5.7%	-12%	-6%
O=C(c1ccc([N+](=O)[O-])cc1)N1CCN(C2=NS(=O)(=O)c3ccccc32)CC1	-2%	-8%	2.1%	2%	0%
CCOc1cc(/C=C(\C#N)C(=O)NCc2cccnc2)ccc1O	-14%	5%	i	7%	8%
COc1ccccc1C(=O)NS(=O)(=O)c1ccc(C)cc1	-6%	·	2.7%	6%	-7%
CCc1ccc(C(=O)/C=C/Nc2ccc(S(=O)(=O)Nc3onc(C)c3C)cc2)cc1	6%	-8%	1.8%	3%	79%
Cc1ccc(C(=O)N2CCCC(N3CCN(c4cccc(C(F)(F)F)c4)CC3)C2)s1 (stereo not given)	4%	1%	i	?	41%
Cc1ccc(CN2CCC(c3cc(-c4cccs4)n[nH]3)CC2)cc1	-3%	6%	8.3%	43%	5%
CCOc1ccc2nc(N(CCCN(C)C)C(=O)c3ccc(C(=O)c4ccccc4)cc3)sc2c1	22%	-4%	1.4%	1%	41%
Cn1ncc(Cl)c1C(=O)N/N=C/c1ccccn1	2%	0%	0.5%	-14%	72%
Cc1ccc(CN2CC(=O)N3[C@H]4c5ccccc5OC[C@@H]4[C@H](c4ccccc4)[C@]3(C)C2=O)cc1	12%	·	6.3%	?	26%
CCn1nnnc1NC(=O)c1ccc2ccccc2c1	0%	13%	0.5%	-9%	·
COc1cc2c(cc1OC)C(C)N(C(=O)c1ccc(Cl)c(S(=O)(=O)N3CCCCC3)c1)CC2 (stereo not given)	3%	3%	4.0%	-4%	14%
CCOc1ccc(CCNC(=O)C2CC=CCC2C(=O)OC(C)C)cc1OCC (stereo not given)	-5%	-1%	0.3%	-1%	-11%
O=C(CCN1C(=O)/C(=C\c2ccccc2)SC1=S)NCCCN1CCOCC1	-8%	-9%	0.7%	0%	15%
O=C(c1ccc(COc2ccccc2Br)cc1)N1CCCCCC1	2%	-9%	i	10%	11%
Cc1ccc(Oc2cnc3ccccc3n2)cc1	-3%	6%	1.4%	0%	42%	VEEV TC-83 Vero 10K pilot screen=2.1
Cc1scc(C(=O)N/N=C/c2ccc(Cl)s2)c1C	-2%	-1%	0.4%	-4%	-7%	VEEV TC-83 Vero 10K pilot screen=1.8
c1ccc2c(c1)c1c(c3ccccc32)CN2CCCC2C1 (stereo not given)	-9%	·	i	·	·
O=S(=O)(Cc1cc(-c2ccccc2Cl)no1)c1ccccc1	-10%	-2%	0.4%	-2%	21%
Nc1nc2nc(-c3cccs3)cc(C(F)(F)F)n2n1	8%	-1%	0.6%	4%	3%
Nc1nc(SCc2nc3scc(-c4cccs4)c3c(=O)[nH]2)n[nH]1	-3%	4%	6.0%	-8%	67%
COc1ccc(NC(=O)c2cc(-c3ccco3)nc3ccccc23)cn1	8%	·	9.2%	4%	10%
CCOc1ccccc1NC(=O)C1CCCN1S(=O)(=O)c1ccccc1C(F)(F)F (stereo not given)	-10%	·	i	9%	25%
O=C(COC(=O)CNC(=O)c1ccc(Cl)c([N+](=O)[O-])c1)NNC(=O)c1ccccc1F	-12%	·	1.2%	0%	2%
COc1ccccc1NS(=O)(=O)c1ccc2oc(SCC(C)=O)nc2c1	3%	6%	i	-3%	-14%
COc1ccc(OC)c(Nc2nc(NCCC(C)C)nc(N)c2[N+](=O)[O-])c1	-9%	-3%	22%	-5%	10%
Cc1ccc(N(C(=O)CCl)C(C(=O)NC2CCCCC2)c2cccnc2)cc1C (stereo not given)	·	3%	·	38%	?
CCOc1ncccc1C(=O)OCC(=O)N1CCN(S(=O)(=O)c2ccc(Cl)cc2)CC1	-4%	5%	3.3%	2%	6%
CCN(CC)c1ccc(/C=N/NC(=O)Cc2cccs2)cc1	-5%	15%	1.1%	-6%	?
COc1ccc2c(c1)N(C)C(=O)CC(c1ccccc1)=N2	3%	2%	2.7%	19%	11%
Cc1ccc(N(Cc2cc3cc(C)ccc3[nH]c2=O)S(=O)(=O)c2ccccc2)cc1	9%	-4%	1.5%	-1%	14%
CC12CN3CC(C)(CN(C1)C3c1ccc3c(c1)OCO3)C2=O (stereo not given)	0%	·	1.0%	·	·
CCCOc1cccc(C2/C(=C(/O)c3ccc4c(c3)CC(C)O4)C(=O)C(=O)N2CCN2CCOCC2)c1 (stereo not given)	-6%	4%	1.1%	-12%	5%
Cc1ccc(-c2nnc(SCC(=O)N/N=C/c3ccccc3C(=O)O)n2-c2ccccc2)cc1	·	-2%	·	-6%	-4%
O=C(Cn1ncc2c3ccccc3n(Cc3ccccc3)c2c1=O)NCc1ccco1	-24%	-6%	0.1%	2%	4%
CC(=O)Nc1ccc(NC(=O)C(C)OC(=O)CCCN=C2NS(=O)(=O)c3ccccc32)cc1 (stereo not given)	8%	-6%	0.8%	-1%	-1%
Cc1cccc(NC(=S)Nc2ccccn2)c1C	-5%	-10%	0.6%	-9%	72%
Cc1occc1C(=O)N1CCN(C(=O)C2CCCO2)CC1 (stereo not given)	0%	-6%	3.5%	-2%	-2%
O=S(=O)(NCC1CC1)c1cc(Cl)cc(Cl)c1	-4%	5%	i	4%	3%
Cc1cc(OCC(=O)NCc2cccnc2)c2c(C)cc(=O)oc2c1	3%	5%	i	0%	-9%
CC(=O)N1CCC(N(CCCOC(C)C)C(=O)Nc2ccc(C)c(C)c2)CC1	2%	2%	1.8%	0%	-2%	VEEV TC-83 Vero 10K pilot screen=0.0
CN(C)CCCN1C(=O)c2oc3ccc(F)cc3c(=O)c2C1c1cccnc1 (stereo not given)	-2%	11%	3.0%	-1%	6%
CC1=CC(C)(C)Nc2ccccc21	-7%&-51%	10%	0.9%&0.6%	-10%&-5%	-3%&-16%
COc1cccc(C2C3=C(N=c4s/c(=C\c5ccc(OCC(=O)O)cc5)c(=O)n42)c2ccccc2CC3)c1 (stereo not given)	·	7%	·	1%	4%
Cc1nc(N2CCN(S(=O)(=O)c3ccccc3)CC2)c2cc(-c3ccccc3)sc2n1	3%	-1%	9.4%	0%	6%	VEEV TC-83 Vero 10K pilot screen=6.3
CCOC(=O)Cc1csc(N/N=C\c2ccc(N(C)C)cc2)n1	1%	-8%	1.8%	-7%	9%
CC(C)(C)C(=O)Nc1c(Cl)cccc1OC(F)(F)F	-11%	10%	i	-15%	-6%
COc1cccc(Cn2cccc(NC(=O)Nc3ccc(C#N)cc3)c2=O)c1	2%	-6%	4.1%	·	4%
Cc1ccc(C(=O)O/N=C(/c2nonc2N)N(C)C)cc1	-2%	5%	i	6%	-2%
O=S(=O)(NCCSc1nnc(-c2ccco2)n1-c1ccccc1)c1ccccc1	1%	12%	7.8%	-2%	10%
CCN1CCCC1CNC(=O)C1c2cc(OC)c(OC)cc2C(=O)N(C)C1c1cccnc1 (stereo not given)	3%	0%	6.3%	-1%	5%
CCOc1ccc(N2CC(C(=O)N3CCCCCC3)CC2=O)cc1 (stereo not given)	3%	5%	0.1%	-2%	-8%
CCOc1ccccc1NC(=O)COc1coc(CN2CCc3ccccc3C2)cc1=O	-12%	0%	0.8%	52%	37%

(next part)
SMILES	H1N1 NS1A inhibition	PhoP GFP inhibition	VEEV TC-83 Vero	M. tuberculosis HTS	M. tuberculosis	others
COc1ccc(NC(=O)c2cccc(OS(=O)(=O)N(C)C)c2)cc1	2%	-4%	1.9%	-7%	28%
Cc1[nH]nc(C(=O)NN=Cc2ccccc2Cl)c1N=NN(C)C	4%	·	0.9%	·	·
c1ccc2[nH]c(C3CC3)nc2c1	1%	-4%	3.6%	-10%	3%
Cc1c(C)c2c(OCC(=O)NCc3ccco3)cc3c(c2oc1=O)CCC(C)(C)O3	7%	-16%	i	1%	-9%
CCOc1ccc(N=NC2C(=O)N(C(N)=S)N=C2C)cc1 (stereo not given)	-16%	-3%	1.6%	?	?
COc1cccc(NC(=O)CCC2CCN(C(=O)c3ccc(C(C)=O)s3)CC2)c1	-8%	7%	1.2%	7%	-2%
CCN1CCN(Cc2ccc(NC(=O)c3ccc(C)c(NC(=O)C4=NN(c5ccccc5)C(=O)C4)c3)cc2C(F)(F)F)CC1	3%	-2%	0.2%&0.8%	-6%	-2%
COc1ccc(C)cc1S(=O)(=O)NCCc1ccccc1	-7%	1%	i	-11%	11%
COc1ccc(CCNS(=O)(=O)c2cn(C)nc2C)cc1	3%	-11%	1.9%	0%	16%
COc1ccc(NN=Nc2nc3c([nH]2)c(=O)n(C)c(=O)n3C)cc1	3%	-3%	i	4%	23%
CC1CCN(C(=O)c2ccc([N+](=O)[O-])o2)CC1	-11%	5%	i	?	?
CCCOc1ccc(NCC(=O)Nc2ccc(C)cc2C)cc1	2%	-9%	3.0%	?	?
Cc1ccccc1C(=O)c1cccn1CC(=O)N1CCCCC1	1%	3%	1.0%	3%	14%
CN(CC(=O)N1CCN(c2ccccn2)CC1)S(=O)(=O)c1ccc(Cl)cc1	5%	-17%	1.3%	10%	-1%
CCC(C)[C@@H](C(=O)N1CCNCC1)n1cc(CCCN=C(N)N)nn1 (stereo not given in full)	-1%	16%	1.3%	6%	-4%
O=C(CCn1c(=O)[nH]c2ccsc2c1=O)NCCc1ccc(Cl)cc1	8%	-13%	0.5%	0%	-1%	VEEV TC-83 Vero 10K pilot screen=1.1
Cc1c(C(=O)OCC2CCCO2)[nH]c2c1C(=O)CC(c1ccco1)C2 (stereo not given)	8%	0%	10%	-3%	25%
CC(=O)c1c(C(C)=O)c(C)n(-c2ccc(C)c(NC(=O)c3ccccc3Cl)c2)c1C	26%	0%	i	9%	9%
COC(=O)c1ccccc1S(=O)(=O)N1CCC(C(=O)OCc2ccc([N+](=O)[O-])cc2)CC1	-5%	21%	2.0%	-6%	5%
O=C(/C=C/c1cccc([N+](=O)[O-])c1)NCCSCc1ccc(Cl)cc1Cl	8%	-1%	1.1%	0%	6%
C=CCOc1ccccc1C(=O)/C=C1/C(=O)Nc2ccccc21	13%	-14%	8.7%	?	?
COc1ccc(CNC(=O)CCCOc2cc(=O)n(C)c3ccccc23)cc1	3%	1%	6.1%	2%	2%
O=C1N[C@@H](c2ccccc2)COC(=O)[C@@H](Cc2ccc(F)cc2)C/C=C\C[C@H]1CC(=O)N(CCO)Cc1ccccc1	10%	·	1.9%	-5%	41%
COc1ccccc1NC(=O)CSc1nnc(CCC(=O)Nc2ccccc2F)n1C	-3%	-5%	1.4%	1%	7%

Fetched by compound from above:
SMILES	H1N1 NS1A inhibition	PhoP GFP inhibition	VEEV TC-83 Vero	M. tuberculosis HTS	M. tuberculosis	others
c1ccc2c(c1)c1c(c3ccccc32)CN2CCCC2C1 (stereo not given)	-9%	·	i	·	·
CCc1ccc(C(=O)/C=C/Nc2ccc(S(=O)(=O)Nc3onc(C)c3C)cc2)cc1	6%	-8%	1.8%	3%	79%
O=S(=O)(Cc1cc(-c2ccccc2Cl)no1)c1ccccc1	-10%	-2%	0.4%	-2%	21%
O=C(/C=C/c1cccc([N+](=O)[O-])c1)NCCSCc1ccc(Cl)cc1Cl	8%	-1%	1.1%	0%	6%
CCn1nnnc1NC(=O)c1ccc2ccccc2c1	0%	13%	0.5%	-9%	·
O=C1N[C@@H](c2ccccc2)COC(=O)[C@@H](Cc2ccc(F)cc2)C/C=C\C[C@H]1CC(=O)N(CCO)Cc1ccccc1	10%	·	1.9%	-5%	41%
Cc1ccc(C(=O)N2CCCC(N3CCN(c4cccc(C(F)(F)F)c4)CC3)C2)s1 (stereo not given)	4%	1%	i	?	41%

Screening results: PubChem BioAssay, Southern Research Specialized Biocontainment Screening Center
